# Screening results as filed in PubChem BioAssay.
# TrxR1 substrate: rat thioredoxin reductase 1 substrate activity; O89049; purified TrxR1 substrate turnover, NADPH consumption readout; Potency, µM (doses to about 114 µM), without a hit: at the highest dose activity change, negative = substrate turnover; actives 0.01% (n = 390,000); AID 588456; note: potency is the fitted concentration of half-maximal effect; % is set by controls: 0 for no effect and ±100 for the full control effect; nearly all actives have a fitted effect of over 50% in size
# Target sequence (O89049 whole entry, looked up): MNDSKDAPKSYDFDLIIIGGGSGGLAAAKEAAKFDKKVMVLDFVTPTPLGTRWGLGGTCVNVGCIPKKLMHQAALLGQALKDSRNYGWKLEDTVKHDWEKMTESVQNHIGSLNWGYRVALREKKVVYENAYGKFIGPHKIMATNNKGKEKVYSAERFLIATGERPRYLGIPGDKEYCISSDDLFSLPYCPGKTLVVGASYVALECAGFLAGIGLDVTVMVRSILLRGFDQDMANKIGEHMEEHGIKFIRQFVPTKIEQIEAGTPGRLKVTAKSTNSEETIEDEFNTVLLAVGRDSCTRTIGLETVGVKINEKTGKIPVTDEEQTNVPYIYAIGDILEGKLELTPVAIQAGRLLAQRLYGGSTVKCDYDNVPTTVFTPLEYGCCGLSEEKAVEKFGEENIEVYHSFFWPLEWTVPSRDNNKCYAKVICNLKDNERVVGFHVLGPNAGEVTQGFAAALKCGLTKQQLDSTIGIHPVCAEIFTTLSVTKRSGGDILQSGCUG
#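 Rat TrxR1, dispensed at 90 nM, was prereduced with 400 uM NADPH (final) for 5 min at ~22 deg C, then incubated with compound 15 min before 400 uM selenite. A first-read NADPH fluorescence drop versus no-compound background flagged substrates.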
# IDH1 R132H inh: inhibitors of human mutant IDH1 R132H; IDH1-R132H enzyme, NADPH consumption, diaphorase/resazurin fluorescence; Potency, µM (highest dose often 76.6 µM), without a hit: at the top dose activity change, negative = inhibition, actives largely listed as inhibitors; actives 0.093% (n = 390,000); note: potency is the fitted concentration of half-maximal effect; % is set by controls: 0 for no effect and ±100 for the full control effect; nearly all actives have a fitted effect of over 65% in size
#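 IDH1-R132H (0.5 ug/mL dispensed) in pH 7.5 Tris buffer was preincubated 30 min with compound, then given a substrate mix of 0.016 mM NADPH and 2 mM alpha-KG for 80 min at room temperature; remaining NADPH was read by diaphorase/resazurin fluorescence.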
# USP1 inh: inhibitors of human USP1/UAF1 deubiquitinase | recombinant USP1/UAF1, Ub-Rhodamine cleavage fluorescence | Potency, µM (titrated, usually from 57.1 µM), without a hit: at the top dose activity change, negative = inhibition, actives largely listed as inhibitors | actives 0.23% (n = 390,000) | AID 743255; note: potency is the fitted concentration of half-maximal effect; % is set by controls: 0 for no effect and ±100 for the full control effect; nearly all actives have a fitted effect of over 60% in size; inactives centre near -12
#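 Step one: compound is pinned into 1nM USP1/UAF1 in HEPES pH 7.8 buffer with TCEP. Step two: 15 min room-temperature incubation. Step three: Ub-Rho (150nM final) starts cleavage, tracked by fluorescence over six one-minute reads.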
# D2 ag: D2 dopamine receptor (human) agonism | actives 0.53% (n = 340,000) | activation, % at 2 µM | P14416 | AID 485358 | HEK293 T-REx D2 cells, calcium flux agonist mode;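 active = activation over 3 SD above normal in the single-dose calcium agonist read, cut at about 30% in these data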; note: 0% is about no effect
#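 Tetracycline-induced HEK293 T-REx cells with force-coupled D2 receptor, plated overnight at 30 C, loaded with no-wash calcium dye. After a 10 s baseline, compound was pin-added and calcium flux read kinetically for 180 s; calcium rises flagged agonists.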
# TrxR1 inh: inhibitors of rat thioredoxin reductase 1; Potency, µM (series often up to 114 µM), for inactives: at the top dose activity change, negative = inhibition, hits mostly inhibitors; recombinant rTrxR1, NADPH fluorescence consumption, selenite substrate; actives 1% (n = 390,000); note: potency is the fitted concentration of half-maximal effect; % is set by controls: 0 for no effect and ±100 for the full control effect; nearly all actives have a fitted effect of over 65% in size
#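 Rat TrxR1 (90 nM in the dispensed reagent) was pre-reduced with 400 uM NADPH for 5 min at room temperature, then incubated with compound for 15 min. After 400 uM selenite was added, NADPH fluorescence (Ex 340/Em 450 nm) was followed for 8 min.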
# Pin1 inhibitor: human Pin1 inhibition | actives 0.009% (n = 390,000) | Potency, µM (doses to about 115 µM), inactives show at the highest dose activity, negative = inhibition, most hits filed as inhibitors | AID 504891 | Pin1 FP peptide displacement, HiFluor488, 10 min | Q13526; active = well fitted inhibition curve with a large enough effect in the polarisation, with a control signal flat, not every such curve was filed as active; inconclusive = small, poorly fitted or top-dose-only effect, or effect the other way, or a change in a side signal; inactive = no such curve, though single readings can be large or run the other way; the % refers to the polarisation; note: potency is the fitted concentration of half-maximal effect; % is set by controls: 0 for no effect and ±100 for the full control effect
# Target sequence (Q13526 whole entry, looked up): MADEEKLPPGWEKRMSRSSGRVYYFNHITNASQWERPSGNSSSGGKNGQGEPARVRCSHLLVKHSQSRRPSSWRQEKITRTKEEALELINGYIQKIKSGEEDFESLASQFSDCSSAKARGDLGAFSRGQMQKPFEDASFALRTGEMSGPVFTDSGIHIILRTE
# D2 antagonist: antagonists of human D2 dopamine receptor; AID 485344; HEK293 TREx D2 cells, calcium flux, dopamine EC80; actives 2% (n = 340,000); inhibition, % at 10 µM; in the data active = inhibition above about 30%; note: 0% is about no effect
#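 In this primary screen, negative modulation is detected by tracking calcium flux after an EC80 dopamine challenge in inducible HEK293 T-REx D2 cells preexposed to test compound for 180 s.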
# TRHR ag: agonists of human TRH receptor; P34981; TRHR cells, calcium flux fluo-8, FDSS agonist mode; activation, % at 2 µM; actives 0.18% (n = 360,000); AID 493084; in the data active = activation above about 30%; note: 0% is about no effect
# Target sequence (P34981 whole entry, looked up): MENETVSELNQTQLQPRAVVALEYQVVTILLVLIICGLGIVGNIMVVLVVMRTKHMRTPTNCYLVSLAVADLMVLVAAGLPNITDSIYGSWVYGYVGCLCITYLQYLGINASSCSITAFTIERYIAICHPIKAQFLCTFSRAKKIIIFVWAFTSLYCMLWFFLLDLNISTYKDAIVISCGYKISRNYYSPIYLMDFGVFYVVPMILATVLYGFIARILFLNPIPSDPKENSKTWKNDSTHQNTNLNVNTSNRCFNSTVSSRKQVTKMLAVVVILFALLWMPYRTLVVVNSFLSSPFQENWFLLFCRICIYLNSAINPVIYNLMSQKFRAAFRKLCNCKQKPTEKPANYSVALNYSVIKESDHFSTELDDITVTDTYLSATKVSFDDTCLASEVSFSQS
#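 Read-out: compound-evoked intracellular calcium rise in TRHR cells, fluo-8 dye, kinetic FDSS fluorescence at 1 s/cycle following a 10-cycle baseline. Cells cultured overnight before dye loading (30 min–1.5 h, RT).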
# TRHR enhancer: allosterically enhances the human TRH receptor. TRHR cells, fluo-8 calcium fluorescence, EC20 TRH enhancement. enhancement, % at 2 µM. actives 0.66% (n = 360,000); in the data active = enhancement above about 30%; note: 0% is about no effect
#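 TRHR-expressing cells loaded with fluo-8 calcium dye were read kinetically (ex 480/em 530) during compound addition, then stimulated with an EC20 of TRH (10 nM final). Enhancement of the Gq-mediated intracellular calcium response was scored.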
# * hit, by the source's call; u = inconclusive; x = not tested or not shown; & = joins results of further samples; [ ] = dose if it differs, or a comment. Unless noted, calls come from the whole dose curve; as a rule, active = well fitted inhibition curve with a large enough effect; inconclusive = small, poorly fitted or top-dose-only effect; inactive = no such curve, though single readings can be large or run the other way. A portion of the library (hit frequency here may not be typical).
compound,TrxR1 substrate,IDH1 R132H inh,USP1 inh,D2 ag,TrxR1 inh,Pin1 inhibitor,D2 antagonist,TRHR ag,TRHR enhancer
C/C(=N\Nc1nccnc1Cl)c1c(F)c(F)c(F)c(F)c1F,2%,7%,-21%,-1.9,u,u,7,0.1,-5
COC(=O)Cn1c(CCS(=O)(=O)c2ccc(C)cc2)nc2ccccc21,3%&6%,0%,4%,x,-1%&15%,-10%&1%,x,0.5,4
COc1ccc(CNC(=O)c2cc3c(s2)CS(=O)C3)cc1 (centres undefined),6%,12%,-18%,0.4,-1%,4%,8,0.0,1
CCOc1ccc(CCNC(=O)C2CCN(S(=O)(=O)c3ccc(C)cc3)CC2)cc1OCC,-6%,3%,-18%,-0.3,-4%,-3%,-8,-1.6,-1
Cn1c(CNC(=O)C2CCCCC2)cc2ccccc21,-1%,10%,-18%,-1.6,13%,-2%,-6,0.0,20
CCn1cnc2cc(NCc3ccc(Br)cc3)ccc21,4%,11%,-15%,24,13%,0%,16,13,0
Cc1nc(-c2ccc(NC(=O)CC(C)C)cc2)cs1,6%[57.1 µM],6%,u,0.6,10%[57.1 µM],-3%,3,0.2,-1
Cc1cccc(NC(=S)NC(=O)C2CC2)c1,x,x,x,-0.4,x,x,11,-0.7,2
CCO[C@@H]1OC(C(=O)NCc2ccccc2)=C[C@H](C2CC2)[C@H]1CCCO,-7%[57.1 µM],7%,-3%,-0.1,20%[57.1 µM],1%,8,-0.6,-3
CCC(=O)NC(c1ccc(C)cc1)c1cc(Cl)c2cccnc2c1O (centres undefined),-3%,x,x,x,-6%,-4%&-1%,x,3.8,-9
Cc1ccc(-n2nc3c(N4CCC(C(=O)N(C)Cc5ccccc5)CC4)nnc(C)c3c2C)cc1,4%,14%,-2%,-0.4,7%,21%,x,-0.5,5
Cc1cc(=O)oc2cc(NC(=O)C(C)Oc3ccccc3)ccc12 (centres undefined),24%,6%,-24%,-0.1,-1%,-4%,-23,-0.5,-6
NS(=O)(=O)c1ccc(NC(=O)Nc2ccc(S(N)(=O)=O)cc2)cc1,-3%,10%,12%,0.0,-9%,3%,-6,0.3,2
Clc1ccc(CSc2nnc(-c3cccnc3)n2Cc2ccco2)c(Cl)c1,-10%,2%,-17%,-1.4,40µM*,39%[activator],-17,-2.2,6
O=C(C1CCN(C2CC(=O)N(Cc3ccccc3)C2=O)CC1)N1CCCCCC1 (centres undefined),11%[57.1 µM],3%,-14%,-0.9,19%[57.1 µM],2%,-7,-0.9,13
CCOC(=O)Nc1ccc2c(c1)nc(CN1CCCCC1)n2C,x,x,x,-0.1,x,x,31*,0.9,4
S=c1nc(-c2ccc(Br)cc2)[nH]c2ccccc12,-2%,0%,u,0.1,24%,0%,-6,1.8,0
O=c1c(CN2CCN(Cc3ccccc3F)C(CCO)C2)coc2ccccc12 (centres undefined),-5%,5%,-19%,9.4,3%[57.1 µM],-2%,-19,-0.1,0
O=C1c2ccccc2[C@@H]2C[C@H]3O[C@H]3CCN12,0%,-7%,-11%,x,7%,-6%,x,x,x
CC(C)CNC(=O)/C=C/C=C/CCCC/C=C/c1ccc2c(c1)OCO2,9%[57.1 µM],4%,-15%,-0.4,11%[57.1 µM],-7%,2,1.0,-5
C/C(CCc1oc2c(Br)cc(Br)cc2c1-c1ccc(C)o1)=N\O,4%,0%,-20%,0.7,25µM*,40%[activator],-12,0.2,-9
Cc1cccc(NC(=O)N2CCC(CN3CCc4ccccc4C3)CC2)c1C,6%,0%,-11%,26,11%,-1%,x,-0.2,2
CN1C[C@@H]2[C@@H]3C(=O)N(Cc4ccccc4)C(=O)[C@@H]3[C@](Cc3ccccc3)(C1=O)N2C(=O)c1ccccc1,17%[57.1 µM],20%,-16%,x,31%[57.1 µM],18%,x,x,x
CC(C)c1ccc(N)c(S(=O)(=O)O)c1,-11%,-8%,-9%,-0.4,-24%,-2%,6,0.5,-1

# In a second layout: results already given.
Molecule: Cc1cccc(NC(=O)N2CCC(CN3CCc4ccccc4C3)CC2)c1C
- TrxR1 substrate = 6%
- IDH1 R132H inh = 0%
- USP1 inh = -11%
- D2 ag = 26
- TrxR1 inh = 11%
- Pin1 inhibitor = -1%
- D2 antagonist = x
- TRHR ag = -0.2
- TRHR enhancer = 2

Molecule: O=c1c(CN2CCN(Cc3ccccc3F)C(CCO)C2)coc2ccccc12 (centres undefined)
- TrxR1 substrate = -5%
- IDH1 R132H inh = 5%
- USP1 inh = -19%
- D2 ag = 9.4
- TrxR1 inh = 3%[57.1 µM]
- Pin1 inhibitor = -2%
- D2 antagonist = -19
- TRHR ag = -0.1
- TRHR enhancer = 0

Molecule: C/C(CCc1oc2c(Br)cc(Br)cc2c1-c1ccc(C)o1)=N\O
- TrxR1 substrate = 4%
- IDH1 R132H inh = 0%
- USP1 inh = -20%
- D2 ag = 0.7
- TrxR1 inh = 25µM*
- Pin1 inhibitor = 40%[activator]
- D2 antagonist = -12
- TRHR ag = 0.2
- TRHR enhancer = -9

Molecule: S=c1nc(-c2ccc(Br)cc2)[nH]c2ccccc12
- TrxR1 substrate = -2%
- IDH1 R132H inh = 0%
- USP1 inh = u
- D2 ag = 0.1
- TrxR1 inh = 24%
- Pin1 inhibitor = 0%
- D2 antagonist = -6
- TRHR ag = 1.8
- TRHR enhancer = 0

# Following part
compound,TrxR1 substrate,IDH1 R132H inh,USP1 inh,D2 ag,TrxR1 inh,Pin1 inhibitor,D2 antagonist,TRHR ag,TRHR enhancer
O=C(COc1cc2oc(=O)c3c(c2cc1Cl)CCC3)N1C[C@H]2C[C@@H](C1)c1cccc(=O)n1C2,11%,2%,-24%,-1.1,3%,-1%,10,0.1,0
O=C(Nc1ccc(F)cc1)c1ccc(S(=O)(=O)NCC2CCCO2)cc1 (centres undefined),8%,2%,-22%,0.2,12%,0%,1,0.1,-1
COc1ccc(NC(=O)c2c[nH]c(=O)n(-c3ccc(C)c(C)c3)c2=O)cc1OC,-1%,8%,-6%,0.4,3%,9%,12,1.1,-1
COc1cccc(CC2(CO)CCCN(S(=O)(=O)N(C)C)C2)c1 (centres undefined),-4%,-4%,-4%,-0.3,17%[57.1 µM],5%,18,1.7,-1
Cc1cc(Cl)ccc1NC(=S)Nc1ccccn1,-2%,7%,-22%,0.3,u,-1%,-7,0.5,-9
CN(CC(=O)Nc1ccc(N2CCOCC2)cc1)C(=O)CCNC(=O)c1ccccc1Cl,-4%,-5%,3%,-0.1,1%,2%,3,0.3,-18
COc1cc(CC(=O)O)ccc1OCc1ccccc1,2%,-8%,-6%,1.3,5%,1%,7,0.3,-7
CCOC(=O)C1CCN(C(=O)CN2C(=O)c3ccccc3S2(=O)=O)CC1,6%[57.1 µM],0%,-8%,-0.1,20%[57.1 µM],-10%,8,0.3,0

# For reference, part of the list above:
compound,TrxR1 substrate,IDH1 R132H inh,USP1 inh,D2 ag,TrxR1 inh,Pin1 inhibitor,D2 antagonist,TRHR ag,TRHR enhancer
CN(CC(=O)Nc1ccc(N2CCOCC2)cc1)C(=O)CCNC(=O)c1ccccc1Cl,-4%,-5%,3%,-0.1,1%,2%,3,0.3,-18
COc1cc(CC(=O)O)ccc1OCc1ccccc1,2%,-8%,-6%,1.3,5%,1%,7,0.3,-7
CCOC(=O)C1CCN(C(=O)CN2C(=O)c3ccccc3S2(=O)=O)CC1,6%[57.1 µM],0%,-8%,-0.1,20%[57.1 µM],-10%,8,0.3,0

# The list goes on:
# Results follow in this order: TrxR1 substrate | IDH1 R132H inh | USP1 inh | D2 ag | TrxR1 inh | Pin1 inhibitor | D2 antagonist | TRHR ag | TRHR enhancer
> CCN1CCN(C(=O)C2CC(=O)N(c3ccc(Cl)cc3)C2)CC1 (centres undefined)
→ 0% | -3% | -11% | 0.2 | 11% | -10% | 10 | 0.2 | 0
> Cc1[nH]c2ccccc2c1C(=O)NS(=O)(=O)Nc1ccccc1
→ 10%[57.1 µM] | 3% | u | x | 9%[11.4 µM] | 0% | x | -0.2 | 3
> Cc1ccc(S(=O)(=O)N(C)C(=O)NC(=O)NS(=O)(=O)c2ccccc2)cc1
→ -4% | -9% | -6% | -0.4 | 20% | 8% | -11 | -0.2 | -1
> CCOc1ccc2nc(COC(=O)c3cccs3)c(C(C)=O)[n+]([O-])c2c1
→ 3%[11.4 µM] | 0% | -16% | -1.1 | -6%[11.4 µM] | 3% | -9 | -0.1 | -4
> Cc1ccc(C)c(NC(=O)CN(C)C(=O)C2CCCC2)c1
→ -1% | 7% | -8% | 0.3 | 22% | -4% | -41 | 0.3 | 6
> COc1ccc(NC(=O)/C=C/c2cccc(C(F)(F)F)c2)cn1
→ -2% | -7% | -9% | -0.5 | 6% | 3% | -5 | 0.0 | -7
> COc1ccccc1-n1nnnc1SCC(=O)N(CC(C)C)C1CCS(=O)(=O)C1 (centres undefined)
→ -1% | 5% | -10% | 0.4 | 17% | -8% | -6 | 0.5 | 2
> COc1ccc(OC)c([C@@H]2Nc3ccc(C(=O)O)cc3[C@@H]3C=CC[C@@H]32)c1
→ 5%[57.1 µM] | -3% | u | -0.3 | 1%[57.1 µM] | u | x | -0.4 | -6
> COc1ccccc1C(=O)NCCCN1CCCC1=O
→ 4%[57.1 µM] | 2% | 2% | 0.0 | 20% | -3% | 4 | -0.6 | -12
> O=C(COc1ccc(Cl)cc1Cl)NCCCN1CCOCC1
→ -9% | 3% | -14% | 0.4 | 11% | 13% | -6 | -0.1 | -3
> Cc1cccc(NS(=O)(=O)c2cccc(C(=O)NCC3(N4CCOCC4)CCCCC3)c2)c1
→ -1% | -13% | -18% | x | 19% | 1% | x | x | x
> CN1CCN(C(=O)/C(=C\c2ccccc2)c2ccccc2)CC1
→ 0% | 3% | 1% | 0.4 | 2% | u | -24 | 1.1 | -2
> CC(C)C(C(=O)NCC1CCCO1)N(CC1CCCO1)C(=O)CNS(=O)(=O)c1ccccc1 (centres undefined)
→ 0% | -7% | -16% | 1.9 | 10% | -10% | -4 | -0.6 | 2
